H9c2 TAG inh: reduces triacylglycerol accumulation in H9c2 cells. inhibition, % at 12.5 µM. Nile Red lipid (TAG) fluorescence; cells loaded with 200 µM oleic acid. 0.66% of 230,000 active;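 active means pattern-corrected inhibition of lipid staining of at least 50% with the nuclear-stain viability signal not falling by more than 50%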;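 further: 0% = DMSO wells and 100% = triacsin C control wells; some results filed as inactive read as strong as hits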
H9c2 TAG inh DAPI viability: recorded beside H9c2 TAG inh, whose call it bears; DAPI nuclei signal change (viability), lower = more cytotoxic, %;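 whole-well DAPI fluorescence read on a plate reader as a viability signal; minus 50 percent equals half of cells still viable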
Numbers without * were called inactive. The list is partial; count on the stated rates, not on these rows.

SMILES	H9c2 TAG inh	H9c2 TAG inh DAPI viability
CSCCC1NC(=O)N(CC(=O)Nc2cc(C)on2)C1=O (configuration not stated)	-3	4
COCCCn1cnnc1SCc1nc2sc(C(C)=O)c(C)c2c(=O)[nH]1	-10	4
COc1ccc(C(=O)OC2CCN(C)CC2)cc1	2	-1
Cn1cc(/C=C/C(=O)N2CCCC(C(=O)c3ccc(C(C)(C)C)cc3)C2)cn1 (configuration not stated)	0	-14
CC(C(=O)Nc1ccc(S(=O)(=O)N2CCOCC2)cc1)N(c1ccccc1)S(C)(=O)=O (configuration not stated)	-11	6
N#CC1(NC(=O)CSc2nnc(C3CC3)n2N)CCCCC1	9	-4
COc1ccc(C(NC(=O)C2CCN(CCOc3ccc(Cl)cc3Cl)CC2)c2ccccn2)cc1 (configuration not stated)	1	14
Cc1ccc(S(=O)(=O)NCCC(=O)O)cc1	18	-11
CCOC(=O)Cc1csc(NC(=O)COc2ccc3ccccc3c2)n1	0	5
Cc1ccccc1C(=O)N1CCCN(C(=O)c2ccccc2C)CC1	-9	6
O=C(O)Cc1ccc2[nH]c3ccc(CC(=O)O)cc3c2c1	-23	2
C=CCNc1nc(N)c([N+](=O)[O-])c(NCCO)n1	-3	-5
CCc1cccc(NC(=O)COC(=O)c2cc(=O)c3ccccc3o2)c1	7	1
O=C(O)C(Cc1ccccc1)N1C(=O)CCC1=O (configuration not stated)	-29	-3
C#CCN(C)Cc1ccccc1	2	-1
Cc1cc(C)c(NS(=O)(=O)c2ccccc2)c(C)n1	2	1
COc1ccc([C@H]2/C=C\CN(C(=O)C3CC3)[C@@H](C)C(=O)N2Cc2ccc(F)cc2)cc1	-3	-3
COc1ccc(NC(=O)CSc2nnc(C)n2C2CC2)cc1S(=O)(=O)N1CCOCC1	6	2
CN(C(=O)CSc1n[nH]c(N)n1)C1CCCCC1	5	0
CS(=O)(=O)c1ccc2nc(NC(=O)c3ccc(=O)[nH]c3)sc2c1	-4	6
COc1ccccc1Cn1c(C)nc2ccccc21	-2	3
Cc1ccsc1/C=N/NC(=O)CNC(=O)c1ccco1	17	-4
COc1ccccc1NC(=O)N1CCCC1C(=O)NCc1ccccc1F (configuration not stated)	36	8
Cc1ccc(CCN2C(=O)c3ccccc3C2C(=O)NCc2cccnc2)cc1 (configuration not stated)	1	1
COC(=O)c1cc(NC(=O)c2ccoc2C)cc(C(=O)OC)c1	25	7
CCOc1cc(C(=S)N2CCN(C)CC2)ccc1OCC(=O)N1CCOCC1	3	-3
C/C(=N\NC(=O)c1cccc(S(=O)(=O)N2CCOCC2)c1)c1ccc(OC(F)F)cc1	-25	0
O=C(Cn1nc(C(=O)O)c2ccccc2c1=O)Nc1cccc(S(=O)(=O)N2CCCCCC2)c1	-3	-8
O=C(CNC(=O)c1ccncc1)N/N=C/c1ccc(Br)cc1	-13	6
CC1=C(C(=O)N(C)C)CC(CC(=O)NC2CCCCC2)C(=O)N1CCCN1CCCC1=O (configuration not stated)	-9	-1

Laid out differently: results already given
Cc1ccsc1/C=N/NC(=O)CNC(=O)c1ccco1
  H9c2 TAG inh: 17	H9c2 TAG inh DAPI viability: -4

COc1ccccc1NC(=O)N1CCCC1C(=O)NCc1ccccc1F (configuration not stated)
  H9c2 TAG inh: 36	H9c2 TAG inh DAPI viability: 8

Cc1ccc(CCN2C(=O)c3ccccc3C2C(=O)NCc2cccnc2)cc1 (configuration not stated)
  H9c2 TAG inh: 1	H9c2 TAG inh DAPI viability: 1

Next compounds.
SMILES	H9c2 TAG inh	H9c2 TAG inh DAPI viability
CCOC(=O)c1ccc(NC(=O)CCc2nc(-c3ccc(C)cc3)no2)cc1	-26	3
C[C@@H](NC(=O)c1ncn2c1c(=O)[nH]c1ccc(Br)cc12)c1ccccc1	1	3
CC(=O)Nc1ccc(S(=O)(=O)NCCC(=O)NC2CCCCCC2)cc1	-15	7
Cc1cccc(C2=NN(c3ccccc3)[C@H](CO)[C@H]2c2ccc(Cl)cc2)c1	5	195
CC(C)(C)NC(=O)C(c1ccncc1)N(CC1CCCO1)C(=O)Cn1nnc(-c2ccc(F)cc2)n1 (configuration not stated)	1	1
CCOc1ccc(C(=O)NCC(=O)OCC(=O)N(C)CC(=O)Nc2ccccc2CC)cc1OCC	9	-5
CCn1c(CN2CCOCC2)nnc1SCC(=O)Nc1ccc(C(C)=O)cc1	-7	1
CC1(C)Cc2nc3sc(C(N)=O)c(N)c3cc2CO1	2	1
CC12CCC3(CC1CCC1OC12)OCCO3 (configuration not stated)	3	-2
O=C(O)C1CC(=O)N(c2ccc(Br)cc2)C1 (configuration not stated)	-10	9
COCCCn1c(SCc2nnc(-c3ccccc3)o2)nc2sc3c(c2c1=O)CCC3	-2	-8
CCN(CC)c1ccc(N2C(=O)/C(=C\c3cccnc3)SC2=S)cc1	-10	-1
Cc1ccccc1C(=O)c1c[nH]c(C(=O)NCCCn2ccnc2)c1	26	-4
CCOc1ccccc1NC(=O)CSc1ccccc1	-99	21
Cc1cc2c(cc1S(=O)(=O)CCC(=O)N(C)C1CCCCC1)OCC(=O)N2	10	-6
Cc1ccccc1N1CC2=C(C1=O)C(c1ccccc1)NC(=O)N2C (configuration not stated)	12	-14
CCOCCn1c(CN2CCc3ccccc3C2)nc2c1c(=O)n(C)c(=O)n2C	-19	10
CCN1CCN(C(=O)c2cc(COc3ccc4ncccc4c3)on2)CC1	-43	17
CCn1c(O)c(N=NC(=O)c2ccc(CSc3nncn3C)cc2)c2ccccc21	-5	6
OCC1(CO)COC(CCc2ccccc2)=N1	1	11
O=C(/C(=C/O)N=Nc1ccccc1)c1ccco1	26	-15
Cc1ccc(S(=O)(=O)NCC(=O)OC(C)C(=O)NCc2ccc3c(c2)OCO3)cc1 (configuration not stated)	-7	-1
CSc1sc(C#N)c2c1/C(=N\O)CCC2	-7	1
CC1CN(C(=O)Nc2ccc3c(c2)OCCO3)CC(C)O1 (configuration not stated)	4	6
COc1cc(NC(=O)CSc2nnc(C)s2)cc(OC)c1OC	-1	5
Cc1ccc(CN(CC(=O)NC2CCCC2)C(=O)CSc2nnc(COc3ccccc3)o2)cc1	-9	-1
CCOC(=O)CSC1=N/C(=C/c2ccc(-n3cncn3)cc2)C(=O)N1C(C)=O	-3	-5
CC(C)CC(=O)Nc1ccc(C(=O)COc2ccc(-c3nnco3)cc2)cc1	-3	12
CCCCn1nc(C(=O)N(C)CC(=O)Nc2cccc(F)c2)c2ccccc2c1=O	11	-6
COc1cccc(C(=O)CSc2nnc(CNS(=O)(=O)c3ccc(C)cc3)n2C)c1	-8	1
CCOc1cc(CN2CCN(C(=O)CC(C)C)CC2)ccc1OC	-8	0
CCOC(=O)CN(C(=O)CSc1nnc(CNc2ccc(F)cc2)o1)c1ccccc1	-3	8
CN1CCC(NC(=O)C2(C)CCN2Cc2ccc3ccccc3c2)CC1 (configuration not stated)	10	2
Cc1cccc(NC(=O)N[C@@H](C)C(=O)O)c1	0	-11
C#CCOCCOCCOCCNc1nc(N2CCN(C(=O)CCCCCCCCCCNC(=O)[C@H](CO)n3cc(CCCSC)nn3)CC2)nc(N2CCN(C(=O)CCCCCCCCCCNC(=O)[C@H](CCCN=C(N)N)n3cc(C[C@@H](C)CC)nn3)CC2)n1	-52	14
COc1ccc(C(=O)/C(=C/O)N=Nc2ccc(F)cc2)cc1	-1	-3
O=C(Cc1ccc(S(=O)(=O)N2CCOCC2)s1)Nc1ccc2c(c1)CCC2	46	-16
Cc1nc2ccc(NC(=O)N(C)c3ccccc3)cc2s1	9	-1
COc1ccc(/C=N/NC(=O)c2ccn[nH]2)cc1COc1ccc(F)cc1	7	-10
CN(C)S(=O)(=O)N1CCN(c2ccc([N+](=O)[O-])c(NC3CC3)c2)CC1	-2	4

Individual results from the entries so far:
H9c2 TAG inh result of CCOC(=O)CN(C(=O)CSc1nnc(CNc2ccc(F)cc2)o1)c1ccccc1 → -3
H9c2 TAG inh DAPI viability result of CN1CCC(NC(=O)C2(C)CCN2Cc2ccc3ccccc3c2)CC1 (configuration not stated) → 2

Other structures
SMILES	H9c2 TAG inh	H9c2 TAG inh DAPI viability
CN(C)c1ccc(/C=N/NC(=O)c2ccc3nc[nH]c3c2)cc1	4	1
COc1ccccc1CC(=O)NNC(=O)c1cccs1	1	-4
CCC(C)NC(=O)c1ccccc1NC(=O)COc1ccc(OC)cc1 (configuration not stated)	1	7
COc1ccc(CCNC(=O)CC(=O)N/N=C\c2ccc(OCC(N)=O)cc2)cc1OC	6	0
CCC1=NC(c2ccc(OC)c(OC)c2)N(O)C1(C)C (configuration not stated)	10	-6
COc1ccccc1S(=O)(=O)N1CCn2cccc2C1C (configuration not stated)	-9	6
Cc1ccc(NC(=O)CSc2ccc(S(=O)(=O)N3CCCC3)cn2)cc1F	1	6
CN(CC(=O)c1c(N)n(C)c(=O)n(C)c1=O)c1ccccc1	-2	-4
Cc1ccccc1-c1nc(CS(=O)(=O)CC(=O)NCCN2CCOCC2)c(C)o1	-2	-2
CCn1ccnc1CN(C)Cc1c(C(=O)N2C[C@@H](C)O[C@@H](C)C2)nc2ccc(Cl)cn12	6	6
Cc1cc(C)n(CC(=O)NNC(=O)CCCOc2ccc(Cl)cc2C)n1	8	-1
COc1ccccc1NC(=S)c1ccccc1	21	-10
O=C(c1cc2ccccc2o1)n1nnc2ccccc21	0	2
CC(C)C[C@]1(c2ccccc2)ON(c2ccccc2C(F)(F)F)C1=O	-6	-13
COCCNCc1ccc(Cl)cc1Cl	-8	2
COCCNC(=O)CSc1nnc(-c2ccc(C)cc2)c(-c2ccc(C)cc2)n1	-8	-6
CCN(CC(=O)Nc1ccc(NC(C)=O)cc1)C(=O)C1COc2ccccc2O1 (configuration not stated)	7	-9
COc1cc(OC)cc(-c2nnc(SCC(=O)Nc3cccc(C(=O)O)c3)s2)c1	11	2
COC(=O)c1sccc1NC(=S)Nc1cc(OC)ccc1OC	-4	0
CCn1c2ccc(C)cc2c2n[nH]c(=S)nc21	23	-27
O=C(NN1C(=O)C2C3C=CC(C3)C2C1=O)c1ccccc1 (configuration not stated)	11	-6
O=C1CN(S(=O)(=O)c2cc(C(F)(F)F)ccc2Cl)CCN1	5	-12
O=[N+]([O-])c1cc(Br)cc(C=Nc2ccc3c(c2)OCO3)c1O	6	0
COc1ccc(-c2csc(C(C)(O)c3ccncc3)n2)cc1OC (configuration not stated)	-10	5
O=C(CCc1ccc(O)cc1)NNC(=S)NCCc1ccccc1	-4	-2
CCOC(=O)C1=C(C)NC(C)=C(C(=O)OCC)C1c1ccncc1	-7	-4
COC(=O)[C@@H]1C[C@@]2(O)[C@H](O)[C@H](O)[C@H](O)C[C@H]2N1Cc1ccc(C)s1	8	-8
O=C(Nc1ccccc1)C1CCCN1S(=O)(=O)c1ccc(Br)cc1 (configuration not stated)	-6	-3
O=C(O)c1c2c(nc3ccccc13)-c1ccccc1CC2	-1	12
COc1ccc(Cl)cc1NS(=O)(=O)c1cn(C)nc1C	2	3
CC(=O)Nc1ccc(CN2C(=O)C(Cc3ccccc3)ON=C2c2ncccc2C)cc1 (configuration not stated)	19	-12
CC(C)(C)c1cc(C(=O)NN)n(Cc2ccc(Cl)cc2Cl)n1	-5	-1
CN1CC=C2C(C#N)=C(N)C(C#N)(C#N)[C@H](c3ccoc3)[C@H]2C1	-4	2
CC(CNC(=O)c1cc(COc2c(F)cccc2F)on1)c1ccccc1 (configuration not stated)	4	-4
COC(=O)c1ccc(N2C(=O)CC(SCCN)C2=O)cc1 (configuration not stated)	-16	8
COc1ccc2c(C(=O)NCCCCO)c(-c3ccc(S(C)(=O)=O)cc3)sc2c1	-10	68
O=C(CN(c1ccc(F)cc1)S(=O)(=O)c1ccccc1)NC1CC2CCC1C2 (configuration not stated)	14	-10
COc1ccc(C)cc1N1CC(C(=O)OCc2nc(N)nc(Nc3ccccc3C)n2)CC1=O (configuration not stated)	-2	3
S=C(NCC1CCCO1)NC1CC1 (configuration not stated)	-2	11
C=CCn1c(SCC(=O)Nc2sc3c(c2C#N)CCC(C)C3)nc2cc(C(=O)O)ccc2c1=O (configuration not stated)	-5	-2
COc1ccc(/C=C(/C#N)C(=O)Nc2ccc(O)cc2)cc1C(=O)O	14	-8
COc1cc(CCCN2C(N)=NC[C@H]2Cc2ccc(O)cc2)cc(OC)c1OC	6	0
CN1CCN(C(=O)c2ccccc2[N+](=O)[O-])CC1	3	4
CCCCNC(=O)C1CCN(C(=O)Nc2ccc(C)cc2)CC1	32	-20
CCc1ccccc1N(CC(=O)OC)S(C)(=O)=O	-5	4
O=[N+]([O-])c1cccc(COc2ncnc3cc([N+](=O)[O-])ccc23)c1	10	-2
COc1ccc(S(=O)(=O)Nc2ccc3c(c2)C(=O)N([C@@H](C)CO)C[C@@H](C)[C@H](CN(C)C(=O)CCCN(C)C)OCCCC[C@H](C)O3)cc1	1	4
Cc1ccc(-c2nnc(SCC(=O)Nc3ccc4c(c3)oc3ccccc34)n2C)c(Cl)c1	8	-6
Cc1cc(C(=O)N(C)CC2CCCN(CCc3ccc(F)cc3)C2)c(C)o1 (configuration not stated)	11	0
CC(=O)NC1=CC(=C[N+](=O)[O-])C=C1O	14	-6
OC(COCc1ccc(Cl)cc1)CN1CCN(CC(O)COCc2ccc(Cl)cc2)CC1 (configuration not stated)	-17	10
Cc1ccccc1NS(=O)(=O)c1ccc(C)c(C(=O)N2CCOCC2)c1	5	8
CC(C)OCCCNC(=S)NNC(=O)c1ccc(Cl)c(Cl)c1	-6	8
